# phage Ecoli inh: growth loss of phage-infected E. coli, primary screen, RecBCD inhibitor project, absorbance, with phage, HTS. AID 651602, 2012. 0.26% of 360,000 active. inhibition, % at 11.9 µM; in the data active = inhibition above about 11%
# OPRM1-OPRD1 inv: inverse agonists of MOR-DOR heterodimerization, primary screen, cell-based, luminescence; AID 504357, 2011; 0.21% of 340,000 active; inhibition, % at 9.3 µM; cell-based MOR-DOR heterodimer luminescence, inverse agonism; Mu-type opioid receptor (Homo sapiens) + Delta-type opioid receptor (Homo sapiens), …; in the data active = inhibition above about 22%, passing the limit was not always enough;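 note: 0% = cells with DMSO and 100% = wells without cells with DMSO; values of inactives mirror those of a sister screen read the other way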
# Mot1-301 SUMO: yeast Mot1-301 growth rescue at high temperature, primary screen, SUMOylation pathway inhibitor project, S. cerevisiae, ATP luminescence, 38.5C; S. cerevisiae Mot1-301 growth rescue; percent above DMSO median, 100 means doubled; growth rescue, % at 18.8 µM; 1% of 320,000 active; AID 2716, 2010;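 active = every valid replicate shows activation above 250% relative to neutral control wells; inactive = the rest, any valid replicate at or below 250%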;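 note: OY570 slx delta 5 strain wells were the positive control but not used for scaling; some compounds called inactive have numbers as strong as hits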
# PKA-R1A activ: activators of PKA-R1A holoenzyme, primary screen, biochemical, fluorescence polarization, Cy5-IP20, bovine R1A, mouse PKAc. cAMP-dependent protein kinase type I-alpha regulatory subunit (Bos taurus) + …. PKA-R1A dissociation; scaled: DMSO 0%, 113 µM cGMP 100%. activation, % at 11.4 µM. 0.083% of 340,000 active. AID 504707, 2011;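 active = percent activation above the mean of all tested compounds plus 3 SD, cut at about 19% in these data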;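 note: higher means more PKAc released from R1A so a rise in polarization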
# Pemphigus Ab inh: inhibitors of pemphigus antibody binding to DSG3, primary screen, biochemical, bead-based, flow cytometry, scFv-GFP; 0.48% of 310,000 active; DSG3-coupled beads, scFv-anti-DSG3-GFP binding; active compounds read low; binding (percent of control), % at 10 µM;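 active = binding more than 3 SD below its plate's average and above zero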;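 note: hits lower antibody fragment binding to DSG3; some compounds called inactive have numbers as strong as hits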
# Target sequence (P32926 whole entry, looked up, the tested form may be a part): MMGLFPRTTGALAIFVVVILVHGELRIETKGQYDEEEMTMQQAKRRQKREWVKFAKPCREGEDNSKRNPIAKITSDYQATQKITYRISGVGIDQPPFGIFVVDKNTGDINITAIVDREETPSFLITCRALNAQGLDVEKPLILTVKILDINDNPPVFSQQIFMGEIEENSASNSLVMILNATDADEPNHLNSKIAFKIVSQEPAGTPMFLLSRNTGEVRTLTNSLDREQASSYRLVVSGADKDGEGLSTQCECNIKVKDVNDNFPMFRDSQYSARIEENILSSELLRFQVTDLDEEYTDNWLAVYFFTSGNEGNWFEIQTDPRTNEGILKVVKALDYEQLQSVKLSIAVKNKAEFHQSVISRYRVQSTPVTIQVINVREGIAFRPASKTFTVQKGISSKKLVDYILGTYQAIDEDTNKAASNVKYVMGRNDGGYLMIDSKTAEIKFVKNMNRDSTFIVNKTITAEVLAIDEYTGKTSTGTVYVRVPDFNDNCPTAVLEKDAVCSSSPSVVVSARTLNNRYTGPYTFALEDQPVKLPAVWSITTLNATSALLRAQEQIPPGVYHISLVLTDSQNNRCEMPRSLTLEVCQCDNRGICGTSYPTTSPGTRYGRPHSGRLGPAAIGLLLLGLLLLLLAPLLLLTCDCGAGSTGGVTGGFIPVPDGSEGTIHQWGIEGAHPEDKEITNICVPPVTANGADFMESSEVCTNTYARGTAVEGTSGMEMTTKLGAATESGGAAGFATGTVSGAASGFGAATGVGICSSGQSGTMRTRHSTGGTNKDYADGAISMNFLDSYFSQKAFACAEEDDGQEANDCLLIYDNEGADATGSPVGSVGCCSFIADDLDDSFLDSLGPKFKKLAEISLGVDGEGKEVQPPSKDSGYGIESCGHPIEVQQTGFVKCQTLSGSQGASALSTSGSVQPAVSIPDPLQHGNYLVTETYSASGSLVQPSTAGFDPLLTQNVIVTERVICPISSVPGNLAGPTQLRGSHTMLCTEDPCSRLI
# HTR5A inv ag: HTR5A inverse agonists in luminescence cell assay, primary screen, counter-screen for OPRM1-OPRD1 heterodimer inverse agonist project, full-deck HTS; HTR5A cell line, inverse agonism; inhibition, % at 9.3 µM; 0.083% of 340,000 active; AID 504634, 2011; 5-hydroxytryptamine receptor 5A (Homo sapiens), P47898; in the data active = inhibition mostly above about 23%, no sharp cut-off; inactive = mostly below about 18%;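 note: 0% = cells with DMSO and 100% = no-cell wells with DMSO; some compounds called inactive have numbers as strong as hits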
# E coli growth: E. coli V3065 growth inhibition, primary screen, counter-screen for AddAB inhibitor project, absorbance, OD600; inhibition, % at 11.9 µM; AID 449728, 2010; 18 h; 0.27% of 330,000 active;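 active = inhibition above the campaign's mean inhibition across all tested compounds plus 3 SD, cut at about 9.9% in these data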;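 note: uninfected addAB+ strain grown without phage in ampicillin broth; 0% = DMSO wells and 100% = ciprofloxacin 0.95 µg/ml wells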
# PfHsp90 yeast 2: growth inhibition of PfHsp90-expressing yeast, primary screen, antimalarial PfHsp90 inhibitor project, S. cerevisiae, BacTiter-Glo luminescence, single point, set 2. 0.32% of 310,000 active. inhibition, % at 9.4 µM. BacTiter-Glo ATP, 48 h; yeast lacking PDR1 and PDR3 efflux regulators;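 active = every replicate shows inhibition above about 80%, whatever the replicate mean, limit read from the data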;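 note: 0% = DMSO neutral controls and 100% = 20 µM radicicol positive controls; yeast relying on Plasmodium falciparum Hsp90 in place of its own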
# AddAB inh: growth inhibition of E. coli expressing H. pylori AddAB, primary screen, AddAB inhibitor project, absorbance; inhibition, % at 11.9 µM; 0.29% of 330,000 active; in the data active = inhibition above about 12%;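 note: 0% = vehicle wells of infected cells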
# MOR-DOR ag: agonists of OPRM1-OPRD1 heterodimerization, primary screen, cell-based, luminescence; 0.3% of 340,000 active; activation, % at 9.3 µM; Mu-type opioid receptor (Homo sapiens) + Delta-type opioid receptor (Homo sapiens), …; cells; in the data active = activation above about 18%;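 note: 0% = vehicle-treated cells and 100% = reference agonist; values of inactives mirror those of a sister screen read the other way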
# HTR5A ag ctr: HTR5A agonists in luminescence cell assay, primary screen, counter-screen for OPRM1-OPRD1 heterodimer agonist project, full-deck HTS | cell-based | activation, % at 9.3 µM | 0.61% of 340,000 active | AID 504692, 2011; in the data active = activation mostly above about 9.5%, no sharp cut-off; inactive = mostly below about 7.6%;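 note: 0% = cells with vehicle only and 100% = reference agonist; strong numbers were not always called active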
# Numbers without * were called inactive; · = not tested or not shown.
No.	compound	phage Ecoli inh	OPRM1-OPRD1 inv	Mot1-301 SUMO	PKA-R1A activ	Pemphigus Ab inh	HTR5A inv ag	E coli growth	PfHsp90 yeast 2	AddAB inh	MOR-DOR ag	HTR5A ag ctr
1	CC(=O)Nc1ccc(/C(C)=N/NS(=O)(=O)c2ccccc2)cc1	3.2	0	-15	-2	99	-14	-1.4	1	5.3	0.0	5
2	Cc1ccc(/C(N)=N/OC(=O)COc2ccccc2Cl)cc1	1.1	-4	-15	-8	99	-11	0.6	·	0.6	0.7	5
3	CN(C(=O)CSC1=Nc2ccccc2C2=NC(c3ccccc3)C(=O)N12)C1CCCCC1 (stereo not given)	5.1	30	193	3	102	17	-0.7	-12	-0.9	-5.0	-6
4	Cc1onc(-c2ccccc2)c1C(=O)NC(=S)NNC(=O)c1ccncc1	-2.3	31	4	-5	96	1	-4.0	10	-0.1	-6.0	1
5	CN1CCCN(C(=O)c2ccc(Br)s2)CC1	0.6	17	-3	9	100	-7	-0.7	15	3.8	-3.2	2
6	CN(C(=O)c1ccccc1OC1CCN(S(C)(=O)=O)CC1)C1CCOC1 (stereo not given)	3.1	9	11	-8	100	-1	1.9	-16	7.0	-1.7	0
7	O=C1CC(N2CCCc3ccccc32)C(=O)N1c1ccccc1Cl (stereo not given)	5.8	8	19	2	125	19	5.2	-8	3.0	-1.5	2
8	COc1ccc(C(=O)C(O)C(c2ccc(C)cc2)N2CCOCC2)cc1OC (stereo not given)	2.8	16	-7	-10	99	11	0.2	-22	-1.1	-3.5	-3
9	CC(Sc1nc(N)c2c3c(sc2n1)CSC(C)(C)C3)C(=O)Nc1ccccc1 (stereo not given)	2.8	-47	3	-5	103	-26	0.0	10	2.4	8.5	2
10	O=C(NCCc1ccccc1)C1(S(=O)(=O)c2ccc(Cl)cc2)CC1	3.1	18	56	0	126	8	-1.0	6	0.3	-4.1	-2
11	CC(C)c1ccc(S(=O)(=O)c2cnc(=S)[nH]c2N)cc1	4.4	24	-7	-4	92	-1	-2.3	-2	0.0	-5.4	0
12	COc1cccc(C(=O)Nc2ccc(NC(=O)C3CC=CCC3C(=O)O)cc2)c1 (stereo not given)	1.2	-8	1	-5	·	6	2.4	5	3.5	1.3	-2
13	O=c1cc(N2CCCCC2)c(-c2ccccc2)n[nH]1	2.7	8	-16	-5	77	9	-0.4	9	-0.8	-1.6	-3
14	COc1cccc(/C(C)=N/NS(=O)(=O)c2ccc(Cl)cc2)c1	4.3	3	6	-4	98	-1	3.5	-3	2.2	-0.6	0
15	CN1CCN(C(=O)CSc2ccc(Cl)cc2)CC1	4.6	3	-11	1	93	9	-0.9	15	2.4	-0.6	-3
16	CC1CCCCN1c1nnc(NC(=O)Cn2c(=O)oc3ccccc32)s1 (stereo not given)	2.1	-2	106	-1	100	-5	0.9	-18	-0.1	0.5	2
17	COc1ccc(OC)c(/C=C/C(=O)N2CCN(S(=O)(=O)c3cc(C)ccc3C)CC2)c1	1.7	11	6	3	101	10	0.7	0	2.9	-2.7	5
18	Cc1cc(Cl)c(S(=O)(=O)Nc2ccc3c(c2)OCCO3)cc1OCC(=O)NC1CCCCC1	2.5	12	5	-7	103	-10	-0.9	·	-1.3	-2.6	4
19	N#Cc1ccc(-c2nc3ccccc3nc2-c2ccccc2)cc1C#N	2.5	8	-7	0	108	6	6.1	3	2.6	-1.5	0
20	O=C(COC(=O)c1ccccc1C(=O)c1ccccc1)NCCc1ccc(Cl)cc1Cl	4.2	-2	-23	-14	84	-1	2.0	-62	1.1	0.3	2
21	C=CCOc1cccc(CNCCCN2CCOCC2)c1	2.1	6	·	4	104	5	-1.4	-10	-1.9	-1.1	4
22	CCOc1ccccc1-c1nc(-c2cc3ccccc3nc2OC)no1	-3.6	5	-3	4	·	-10	-0.1	-17	2.8	-1.2	1
23	Cc1cnc(C(=O)Nc2cccc(-c3nnc4n3CCCCC4)c2)cn1	3.1	-1	3	-8	94	9	0.8	-7	2.9	0.2	-4
24	CC(=O)Nc1ccc(S(=O)(=O)N(C)CC(=O)NNc2c(F)c(F)cc(F)c2F)cc1	-1.2	12	17	-5	106	23	0.8	-17	-0.7	-2.8	-10
25	COc1ccc(C(=O)Nc2ccc(C3(C#N)CCCC3)cc2)cc1	5.4	-1	4	-8	93	7	2.0	-15	-0.2	0.1	-3
26	O=C(COc1ccc(F)cc1Cl)Nc1cccc(S(=O)(=O)N2CCCCCC2)c1	0.3	-21	-4	-8	107	12	2.8	-4	-0.1	5.3	-5
27	O=C(CCN1C(=O)c2ccccc2S1(=O)=O)Nc1ccccc1O	4.1	9	12	3	103	21	-2.6	-13	1.7	-1.8	1
28	COc1ccc2nc(NC(=O)CN3CCOCC3)sc2c1	0.6	14	3	-4	97	6	1.9	-10	1.2	-2.5	1
29	COc1ccc(/C(O)=C2/C(=O)C(=O)N(CCN3CCOCC3)C2c2ccccn2)cc1 (stereo not given)	0.8	3	53	3	106	-19	-0.5	-6	-2.9	-0.5	-1
30	O=c1c2ccccc2oc2ccc(-c3ccc4cc[nH]c4c3)cc12	·	-22	193	6	105	-2	0.9	-28	2.5	4.0	2

# Later entries:
No.	compound	phage Ecoli inh	OPRM1-OPRD1 inv	Mot1-301 SUMO	PKA-R1A activ	Pemphigus Ab inh	HTR5A inv ag	E coli growth	PfHsp90 yeast 2	AddAB inh	MOR-DOR ag	HTR5A ag ctr
31	COc1ccccc1C1NC=C([N+](=O)[O-])C=C1[N+](=O)[O-] (stereo not given)	4.2	-8	-12	-10	105	-10	-4.2	5	1.8	1.8	1
32	Cc1cc(NC(=O)c2cccc(F)c2)no1	0.5	15	-12	-14	110	-33	-0.5	-4	-1.7	-2.6	3
33	CCCCN(C(=O)c1ccc(S(=O)(=O)N2CCC(C)CC2)cc1)C1CCS(=O)(=O)C1 (stereo not given)	2.9	1	-13	0	98	3	-0.3	·	1.8	-0.2	-1
34	CN(C)CCNC(=S)Nc1ccc(Cl)cc1Cl	4.0	12	1	-12	97	10	0.3	-12	-2.2	-2.5	-4
35	O=C(c1cc2ccccc2s1)N1CCN(c2ccccn2)CC1	1.2	5	1	-1	103	-7	-0.2	-13	0.9	-0.8	6
36	C[C@H]1C(=O)N(C)CCN1C(=O)c1cccc(OC2CCN(CC(C)(C)C)CC2)c1	3.7	-1	2	-5	110	9	-1.7	7	1.8	0.1	6
37	C/C=C(/C)C(=O)O[C@H]1[C@@H](O)c2c(ccc3ccc(=O)oc23)OC1(C)C	0.9	3	4	-6	107	14	0.5	12	3.5	-0.6	0
38	CC1(C)CC(=O)c2c(Cc3ccccc3)n[nH]c2C1	3.1	10	4	-6	105	-16	0.5	-26	-1.0	-1.8	-1
39	Oc1ccccc1-c1nc(NC2CCCC2)c2ccccc2n1	3.2	-13	374	-8	111	7	-0.7	115*	-1.2	2.9	-2
40	CCn1cc(C(=O)N[C@@H](CCSC)C(=O)NCCCN2CCOCC2)c(=O)c2cc3c(cc21)OCO3	2.0	-2	11	0	103	8	-2.1	-19	1.8	0.3	3
41	CC1CCN(c2ncnc3nc[nH]c23)CC1	1.9	6	-1	-10	101	-42	0.5	-2	-0.6	-1.1	16
42	O=C(NC1CCCC1)c1cccc(Cn2cc([N+](=O)[O-])cn2)c1	6.4	11	11	-3	119	6	-0.9	1	0.3	-2.0	0
43	Cc1nc(C(C)NC(=O)CCc2nnc(-c3ccsc3)o2)cs1 (stereo not given)	0.2	6	4	0	102	-12	-0.4	-4	-0.1	-1.1	6
44	COc1ccccc1NS(=O)(=O)c1cc(NC(=O)C(C)(C)C)ccc1N1CCOCC1	2.4	2	-14	3	88	8	-0.8	-12	1.4	-0.4	6
45	O=C(CCNC(=O)c1ccccc1Cl)Nc1nc(-c2ccc3ccccc3c2)cs1	0.2	-6	7	-6	95	-12	-1.9	23	0.8	1.1	5
46	CCOC(=O)C1=C(C)N=c2s/c(=C/c3cccc([N+](=O)[O-])c3O)c(=O)n2C1c1ccccc1 (stereo not given)	-0.5	20	4	1	104	-30	-0.2	11	-2.7	-3.5	8
47	COC(=O)C1C(=O)C2=C(CC1C)NC(C)=C(C(=O)OC1CCCCC1)C2c1ccc(N(C)C)cc1 (stereo not given)	4.8	13	-1	2	·	-6	0.2	·	3.0	-2.3	2
48	COC(=O)c1c(NC(=O)CN(C)CC(=O)Nc2ccc(C)cc2)sc2c1CCC(C)C2 (stereo not given)	-1.5	4	-10	13	95	5	-1.2	-36	-1.5	-0.9	-2
49	NC(=O)[C@@H]1CC2(CC(c3cccc(NC(=O)CC(c4ccccc4)c4ccccc4)c3)=NO2)CN1C(=O)COc1ccc(Cl)cc1 (stereo not given in full)	2.6	7	134	-9	101	11	0.0	-4	4.0	-1.3	2
50	CC(C)NC(=O)C1CC(=O)N(C(C)c2ccccc2)C1 (stereo not given)	0.7	8	7	-3	93	-52	0.2	·	0.2	-1.6	3
51	COc1cccc2cc(CC(=O)c3ccc(C)cc3C)c(=O)oc12	2.0	-6	15	5	85	-7	-1.0	3	-0.7	1.2	2
52	CC(Oc1ccccc1)c1ccnn1S(=O)(=O)c1ccccc1 (stereo not given)	3.0	5	-1	-4	·	-7	4.5	37	3.1	-0.8	4
53	CCOC(=O)N1CCC(Nc2nc3ccccc3n3nnnc23)CC1	0.6	-2	889*	-1	110	-22	-4.6	·	3.0	0.3	10
54	CCOc1ccc(CCNC(=O)c2ccc(F)c(S(=O)(=O)N3CCOCC3)c2)cc1OCC	0.5	6	-8	-7	98	9	1.2	-3	1.6	-1.2	11*
55	COC(=O)c1sc2ccccc2c1NC(=O)c1ccc(S(=O)(=O)N2CCC(C)CC2)cc1	-0.4	2	-4	-12	96	-18	-1.6	-4	-0.6	-0.4	-1
56	NS(=O)(=O)c1cccc(NC(=O)CN2CCN(Cc3ccc4c(c3)OCO4)CC2)c1	3.3	10	-19	-10	100	5	3.7	-7	4.8	-1.8	-2
57	COc1ccccc1C(=O)Nc1ccccc1SC	0.3	14	-3	3	103	16	-0.4	-11	2.0	-2.6	11
58	CCOc1ccc(/C=C2\SC(=S)N(CCC(=O)Nc3ccccc3C(=O)O)C2=O)cc1	0.5	14	-9	-5	141	3	2.7	-21	0.9	-3.2	-1
